TDP1 cell CPT: DT40-hTDP1 cell growth loss with CPT; chicken DT40 Tdp1-/-;hTDP1 cells + 20 nM CPT, ATP luminescence, 48 h; Potency, µM (top dose mostly 46.2 µM), for inactives: top-dose activity change, negative = growth inhibition, actives largely listed as inhibitors; 420,000 compounds, 12% hits; AID 686979; further: nearly all actives have a fitted effect of over 55% in size
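Chicken DT40 Tdp1-/- cells stably complemented with human TDP1 were seeded at 400 cells/well in medium containing 20 nM camptothecin, exposed to pin-transferred compounds, and grown at 37 °C for at least 48 hr. Viability was read as ATP luminescence.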
TDP1 cell noCPT: qHTS for Inhibitors of human tyrosyl-DNA phosphodiesterase 1 (TDP1): qHTS in cells in absence of CPT. DT40 Tdp1-/- hTDP1 cells, no CPT, ATP luminescence, 48 h. Potency, µM (series often up to 46.2 µM), for inactives: at the top dose activity change, negative = growth inhibition, usual class: inhibitors. 420,000 compounds, 15% hits. AID 686978, 2013; further: nearly all actives have a fitted effect of over 55% in size
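Readout: luminescence from CellTiter-Glo after 30 min in the dark at RT. Cells: DT40 Tdp1-/- with stable hTDP1, 400/well. Exposure: compounds alone, ≥48 hr, 37 °C.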
GCN5L2 inh: blocks human GCN5L2 histone acetyltransferase; Q92830; GCN5L2 HAT assay, ThioGlo1 CoA-SH fluorescence; Potency, µM (series often up to 58.9 µM), without a hit: at the top dose activity change, negative = inhibition, most hits filed as inhibitors; 390,000 compounds, 0.21% hits; AID 504327
Target sequence (Q92830 whole entry, looked up): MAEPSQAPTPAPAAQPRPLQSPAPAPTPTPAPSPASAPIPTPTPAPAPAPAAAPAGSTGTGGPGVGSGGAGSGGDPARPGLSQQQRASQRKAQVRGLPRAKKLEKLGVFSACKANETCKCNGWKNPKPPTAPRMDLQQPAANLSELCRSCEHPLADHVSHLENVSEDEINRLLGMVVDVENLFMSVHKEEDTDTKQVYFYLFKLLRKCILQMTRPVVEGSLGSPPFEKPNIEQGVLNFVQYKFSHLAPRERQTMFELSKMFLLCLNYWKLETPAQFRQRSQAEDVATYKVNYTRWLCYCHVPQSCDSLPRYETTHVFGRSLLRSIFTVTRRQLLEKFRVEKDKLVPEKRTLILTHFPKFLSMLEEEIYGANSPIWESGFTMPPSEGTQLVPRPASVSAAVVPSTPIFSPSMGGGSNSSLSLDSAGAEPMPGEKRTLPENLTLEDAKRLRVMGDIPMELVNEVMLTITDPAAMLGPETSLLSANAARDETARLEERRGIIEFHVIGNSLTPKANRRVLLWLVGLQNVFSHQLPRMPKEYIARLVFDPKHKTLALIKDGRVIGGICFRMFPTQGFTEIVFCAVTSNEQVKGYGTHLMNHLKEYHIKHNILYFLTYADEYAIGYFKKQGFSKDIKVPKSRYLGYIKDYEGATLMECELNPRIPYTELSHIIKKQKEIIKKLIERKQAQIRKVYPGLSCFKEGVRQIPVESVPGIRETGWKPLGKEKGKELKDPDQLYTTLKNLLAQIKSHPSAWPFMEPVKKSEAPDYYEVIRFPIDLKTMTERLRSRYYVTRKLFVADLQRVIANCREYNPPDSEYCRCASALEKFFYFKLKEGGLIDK
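Enzyme at 20nM final was mixed with library compounds for 15 min at room temperature. Peptide H3(1-25) at 75uM, acetyl-CoA at 70uM and ThioGlo1 at 50uM were then added. Plates were read immediately and after 20 min (Ex340nm/Em540nm).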
An asterisk follows results filed as active; u = inconclusive; x = no result given; [ ] = remark or other dose. The call rests on the fitted dose curve; in most records, active means well fitted curve in the direction sought with a large enough effect; inconclusive means small, poorly fitted or top-dose-only effect, or another doubt; inactive means no such curve, though single readings can be large; an effect the other way counts as inactive or inconclusive. On the % scale 0 is the no-effect control and ±100 the full control effect; potency means the concentration at half of the fitted maximal effect.

Compound	TDP1 cell CPT	TDP1 cell noCPT	GCN5L2 inh
CCN1C(=O)C(CC(=O)Nc2ccc(C)cc2C)Nc2cc(S(=O)(=O)N(C)C)ccc21 (configuration not stated)	13.8%	u	-8.8%
Cc1cccn2c(=O)c(C=O)c(N3CCCCC3)nc12	-0.5%	-23.2%	2.5%
O=S(=O)(NCCc1ccccn1)c1cccs1	-18.3%	-1.5%	-3.7%
O=C(CSC1=Nc2ccccc2C2=NC(c3ccccc3)C(=O)N12)NC1CCCCC1 (configuration not stated)	-8.6%	-14.3%	0.0%
Cc1ccc(Cl)cc1Nc1nn2c(=O)c3ccc(C(=O)N4CCCC(C)C4)cc3nc2s1 (configuration not stated)	u	u	-5.3%
CCOc1ccc(NC(=O)C2CCCN2S(=O)(=O)c2ccc3c(c2)C(C)(C)C(=O)N3C)cc1 (configuration not stated)	u	u	-23.5%
Cc1cnc(CNc2ncnc3ccc(-c4cccc(C#N)c4)cc23)cn1	u	u	-2.6%
O=C1N(c2ccccc2)C[C@@H]2C[C@@H](c3cccc4c3OCO4)N3CCC[C@@]123	-21.2%	-28.9%	-16.5%

(more compounds)
Compound	TDP1 cell CPT	TDP1 cell noCPT	GCN5L2 inh
Cc1nc(N2CCN(Cc3ccc4c(c3)OCO4)CC2)c2cc(-c3ccccc3)sc2n1	18.4µM*	23.1µM*	-11.7%
COc1ccc(S(=O)(=O)NNC(=O)C23CC4CC(CC(C4)C2)C3)cc1[N+](=O)[O-]	-4.5%	u	1.5%
Cc1ccc(S(=O)(=O)/N=C(/Nc2c(C)cccc2C)c2ccccc2)cc1	-69.4%	1.64µM*	-4.5%
C[C@H](CO)N1C[C@H](C)[C@@H](CN(C)C(=O)Nc2ccc3c(c2)OCO3)Oc2ccc(NC(=O)Nc3ccc4c(c3)OCO4)cc2C1=O	-24.6%	0.3%	-5.2%
O=c1oc(CCCO)cc2ccc(C#Cc3ccsc3)cc12	u	18.4µM*	-3.8%
CCOC(=O)N1CCC(NC(=O)C2CCCN(Cc3nc(-c4ccc(CC)cc4)oc3C)C2)CC1 (configuration not stated)	2.91µM*	1.46µM*	0.6%
O=S(Cc1ccc(Cl)cc1)CC(O)COCc1ccc(Cl)cc1 (configuration not stated)	u	u	-4.6%
O=C(NC1CCCCC1)C1c2ccccc2OCC(=O)N1Cc1ccccn1 (configuration not stated)	4.0%	-12.9%	x

The list continues.
Compound	TDP1 cell CPT	TDP1 cell noCPT	GCN5L2 inh
COc1ccc(Cc2noc(-c3ccc([N+](=O)[O-])cc3)n2)cc1OC	25.9µM*	u	-4.5%
O=C1CC(N2CCN(c3ccc(F)cc3)CC2)C(=O)N1c1ccc(F)cc1 (configuration not stated)	-14.6%	16.0%	4.1%
COc1ccc(C(C)=O)c(Oc2cc(NN3CCCCC3)c([N+](=O)[O-])cc2[N+](=O)[O-])c1	3.3%	-1.3%	u
C#CCOCCOCCOCCNc1nc(N2CCN(C(=O)C([C@@H](C)CC)n3cc(C(N)Cc4ccc(O)cc4)nn3)CC2)nc(N2CCN(C(=O)[C@H](CCC(=O)O)n3cc(C(N)CO)nn3)CC2)n1 (some centres not stated)	10.7%	8.3%	-0.5%
COc1ccc(N(C(C)=O)C2SC(=O)N(c3ccccc3)C2=O)cc1 (configuration not stated)	u	u	x
Cc1ccccc1CN1CCN(C(=O)c2cc(-c3ccncc3)nc3ccccc23)CC1	20.6µM*	11.6µM*	-0.5%
Fc1ccc(-n2cc(CNCCc3ccccn3)c(-c3ccccc3Cl)n2)cc1	9.2µM*	7.31µM*	-1.6%
CN1C(=O)/C(=N\OC(=O)c2cccc3ccccc23)c2ccccc21	11.6µM*	13µM*	3.5%

New compounds follow.
Compound	TDP1 cell CPT	TDP1 cell noCPT	GCN5L2 inh
CCc1nnc(NC(=O)COc2ccc([N+](=O)[O-])cc2)s1	-9.7%	0.0%	-1.4%
COc1ccc(C2CC(=O)NC(NC(=O)c3ccc(Br)cc3)=N2)c(OC)c1OC (configuration not stated)	-8.7%	-9.5%	-4.1%
O=C(COc1ncnc2ccc(Br)cc12)NCc1ccc2c(c1)OCO2	-16.2%	-27.6%	-10.4%
O=C(Cn1cnc2c(OCc3ccccc3)ncnc21)NCCCc1ccccc1	-28.1%	-18.8%	0.7%
NN=C(c1cccc([N+](=O)[O-])c1)c1cccc([N+](=O)[O-])c1	1.2%	u	x
O=C(CCCCn1c(=O)c2ccccc2n(CC(=O)Nc2cccc(F)c2)c1=O)NCc1ccccc1Cl	-4.5%	-13.3%	0.0%
COc1ccc(CCNC(=O)COC(=O)c2cc(S(=O)(=O)N3CCCC3)ccc2O)cc1	7.2%	12.0%	2.2%
O=C(O)/C=C/c1cnc2ccccc2c1	8.4%	-20.9%	-5.5%

New compounds follow.
Compound	TDP1 cell CPT	TDP1 cell noCPT	GCN5L2 inh
COc1ccc(-n2c(Cc3cccn3C)nnc2SCC(=O)Nc2ccc3c(c2)OCCO3)cc1	15.2%	-7.8%	-14.6%
CCOC(=O)c1c(NC(=O)Cn2cnc3scc(-c4ccc(C)cc4)c3c2=O)sc(C)c1C	-25.3%	0.4%	u
COC(=O)C1=C(C(=O)OC)[C@@H]2N(C)c3ccc(OC)cc3[C@@]23C[C@@H](C(=O)OC)N(C(=O)NC2CCCCC2)C3=N1	-6.9%	-24.6%	x
Cn1c(=O)c2c(nc(NCCO)n2CCc2ccccc2)n(C)c1=O	16.4µM*	11.6µM*	-4.0%
Cc1cccc(C(=O)NNS(=O)(=O)c2ccccc2)c1O	7.3%	-0.1%	-4.1%
CCCN1CCN(C(=S)Nc2ccc(SC(F)F)cc2)CC1	-21.7%	5.2%	1.1%
COc1cccc2c1OCC(C(=O)NCc1ccc(Cl)cc1Cl)=C2	4.4%	2.0%	-6.5%
CCCCN1CC(C)(C)[C@H](CC(=O)Nc2ccc(Br)cc2)C1=O	u	16.4µM*	x

The list goes on:
Compound	TDP1 cell CPT	TDP1 cell noCPT	GCN5L2 inh
COc1ccc(/C=N/Nc2cc(N3CCCC3)nc(N3CCCC3)n2)cc1	20.6µM*	20.6µM*	-12.9%
Cc1oc(-c2ccccc2F)nc1CN1CCC(C(=O)NCc2cccnc2)CC1	1.4%	1.5%	-2.8%
Cc1ccc(C)c(NC(=O)Cn2nc(-c3ccccc3)nc2-c2ccccc2)c1	1.5%	-17.0%	-3.9%
CCOc1ccc(-c2nn(-c3ccccc3)cc2/C=C2\SC(=S)N(C3CCS(=O)(=O)C3)C2=O)cc1 (configuration not stated)	-3.6%	-36.0%	-3.0%
CC(C)c1ccc(Nc2ncnc3onc(-c4ccc(F)cc4)c23)cc1	18.4µM*	u	-24.8%
COc1cc(OC)cc(C(=O)NC(=S)N2CCN(c3ccc(C(F)(F)F)cc3[N+](=O)[O-])CC2)c1	u	16.4µM*	2µM*
O=C(NCCc1ccccc1)c1cccc(N2CCCC2=O)c1	0.6%	-19.0%	-26.9%
CN(CCOc1ccc(Cl)cc1)C(=O)c1cc(-c2ccco2)nc2ccccc12	u	u	u

Remaining list, next part.
Compound	TDP1 cell CPT	TDP1 cell noCPT	GCN5L2 inh
CCc1ccc(-c2nc3c(c(SCc4ccccc4)n2)Cc2c(CO)cnc(C)c2O3)cc1	-0.3%	-17.2%	0.0%
CCN(c1ccccc1)S(=O)(=O)c1ccc(C(=O)Nc2c(C)n(C)n(-c3ccccc3)c2=O)cc1	-22.0%	-13.3%	-0.4%
CSc1nc(-c2ccccc2)nc(SC)c1C(C)=O	-9.5%	-9.2%	-11.4%
Cc1noc(C)c1C(c1ccccc1)c1ccccc1	-28.8%	u	-5.0%
Cc1nc2ncnn2c(N2CCN(C(=O)c3cccc(F)c3)CC2)c1C	-8.7%	-25.6%	0.0%
COc1ccc(N(C(=O)c2ccc(S(=O)(=O)N3CCOCC3)cc2)C2C=CS(=O)(=O)C2)cc1 (configuration not stated)	-23.3%	-5.0%	2.24µM*
CCC(=O)c1ccc2c(c1)OCCO2	-20.6%	2.8%	-4.7%
CCCCNc1nc(NCc2ccccc2)nc2ccccc12	20.6µM*	8.2µM*	x

Other compounds follow.
Compound	TDP1 cell CPT	TDP1 cell noCPT	GCN5L2 inh
Oc1ccc(C(O)CNCCCCCCNCC(O)c2ccc(O)c(O)c2)cc1O (configuration not stated)	u	u	-25.6%
NS(=O)(=O)c1ccc(NC(=O)Cc2cccs2)cc1	0.5%	16.9%	-3.8%
C(=Nc1cnc2ccccc2c1)c1ccncc1	-2.8%	-9.8%	x
CCn1c(CCCOc2ccc(Cl)cc2Cl)n[nH]c1=S	u	u	5.6%
COCCNC(=O)CNC(=S)N(CCCN1CCOCC1)Cc1cccs1	8.0%	-3.0%	-4.0%
CCCCN(C(=O)CCC(=O)Nc1cc(C)on1)C(C(=O)NC1CCCC1)c1ccc(OC)cc1 (configuration not stated)	u	-28.2%	-6.2%
COC(=O)c1ccc(COC(=O)Cc2n[nH]c(=O)c3ccccc23)cc1	u	u	0.0%
COc1cc(OC)c(OC)cc1CN1CCOc2ccc(CN3CCN(C(C)=O)CC3)cc2C1	-7.5%[9.04 µM]	20.6µM*	x

Other entries
Compound	TDP1 cell CPT	TDP1 cell noCPT	GCN5L2 inh
CC1CCc2c(sc(NC(=O)COC(=O)c3ccc(O)cc3)c2C#N)C1 (configuration not stated)	-4.0%	-19.7%	-12.8%
COc1ccc(Nc2nc(C)cc(C)c2C(N)=O)cc1	-22.9%	u	-6.2%
COC(=O)COc1ccc(S(=O)(=O)NCc2ccccn2)cc1	-5.4%	-11.3%	0.2%
O=C(NC1CC1)c1cc(-c2ccco2)nc2ccccc12	-2.6%	8.7%	u
Cc1ccc(-n2ncc3c(N4CCCCCC4)ncnc32)cc1C	u	u	-1.9%
CS(=O)(=O)Nc1ccc(C(=O)NCc2ccc3c(c2)OCO3)cc1	u	-19.5%	-1.0%
Cc1ccc(-c2csc3nc(-c4ccncc4)[nH]c(=O)c23)cc1	4.11µM*	2.59µM*	1.4%
CC(C)(C)NC(=O)CN(C(=O)CS(=O)CC(=O)Nc1ccc(F)cc1)c1ccc(F)c(Cl)c1 (configuration not stated)	-3.5%	-27.8%	-4.4%

The listing continues:
Compound	TDP1 cell CPT	TDP1 cell noCPT	GCN5L2 inh
COc1ccc(CCNC(=S)N2CCN(S(=O)(=O)c3cccc(F)c3)CC2)cc1	2.6%	-23.0%	1.6%
Cc1ccc(C)c(NC(=O)c2nnn(Cc3ccccc3C)c2N)c1	u	u	-8.1%
O=C(C[N+]1(CCO)CCOCC1)c1cccc2ccccc12	3.5%	1.2%	x
Cc1nnc(C)c2c(C)n(-c3ccc4ncccc4c3)c(C)c12	11.6µM*	u	-5.5%
Cc1ccc(C(=O)c2cn[nH]c2-c2cc(Cl)ccc2O)cc1	u	u	-6.5%
COc1ccc(OC)c(NC(=O)c2csc(Cl)c2OC)c1	u	-28.0%	-7.0%
O=C(Nc1ccnc(-c2cccnc2)n1)c1ccc(Cl)c(Cl)c1	-19.6%	-16.3%	-12.2%
C=CCN(CC=C)C(=O)CN1C(=O)NC(c2ccccc2)(c2ccccc2)C1=O	u	u	-1.5%

(more compounds)
Compound	TDP1 cell CPT	TDP1 cell noCPT	GCN5L2 inh
CCN(C(=O)COc1ccc(C(=O)c2ccccc2)cc1)c1ccccc1	18.4µM*	u	1.5%
CCOC(=O)C1(CCOc2ccccc2)CCN(Cc2cccc(-n3cccn3)c2)CC1	16.4µM*	16.4µM*	-5.5%
Cc1cc(C)n(C(=O)c2cc3c(s2)CCCC3)n1	-7.0%	-19.0%	57.6%[activator]
COC(=O)Cc1cc(=O)[nH]c(/N=C(\N)Nc2ccccc2C)n1	-2.8%	-3.3%	-6.2%
Cc1ccc(SCCNC(=O)c2cccc([N+](=O)[O-])c2C)cc1	0.0%	-23.7%	-8.9%
Cn1c(COc2ccccc2O)[n+](C)c2ccccc21	8.0%	-7.8%	3.4%
Cc1cccc(NC(=O)c2ccccc2OCC(=O)N2CCOCC2)c1C	u	-11.6%	-22.7%
COc1cccc(-n2c(CN3CCN(c4ccccc4)CC3)nc3ccc([N+](=O)[O-])cc3c2=O)c1	-20.8%	-23.2%	-4.8%
COc1ccc(C(=O)c2oc3ccccc3c2NC(=O)COc2cccc(C)c2)cc1	-10.2%	-5.8%	-2.3%
CC(C)c1cc(N2CCN(C(=O)c3ccco3)CC2)n2c(nc3ccccc32)c1C#N	14.6µM*	20.6µM*	-5.1%
Cc1ccc(C(=O)Nc2ccncc2)o1	3.1%	-0.1%	0.5%

A different layout for 3 compounds above.
Results follow in this order: TDP1 cell CPT	TDP1 cell noCPT	GCN5L2 inh
Cc1ccccc1CN1CCN(C(=O)c2cc(-c3ccncc3)nc3ccccc23)CC1
 : 20.6µM*	11.6µM*	-0.5%
Fc1ccc(-n2cc(CNCCc3ccccn3)c(-c3ccccc3Cl)n2)cc1
 : 9.2µM*	7.31µM*	-1.6%
CN1C(=O)/C(=N\OC(=O)c2cccc3ccccc23)c2ccccc21
 : 11.6µM*	13µM*	3.5%

High-throughput results (PubChem)

The order is random. About 18% of those tested had a hit in this group.
